# TWEAK Fn14 block: blocks TWEAK-Fn14 interaction in a reporter cell assay | TWEAK-stimulated Fn14 reporter cells, luciferase luminescence, 8 h | inhibition, % at 10 µM | 360,000 tested, 2% active | AID 1159606; in the data active means inhibition above about 50%
# NOD2-RIPK2 inh: NOD2-RIPK2 protein interaction inhibition; 360,000 tested, 0.38% active; inhibition, % at 4.98 µM; O43353; CHO BLA complementation NOD2-RIPK2, CCF4 ratio; AID 624267; in the data active means inhibition above about 21%;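 further: 0% = vehicle only and 100% = reference blocker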
# Target sequence (O43353 whole entry, looked up): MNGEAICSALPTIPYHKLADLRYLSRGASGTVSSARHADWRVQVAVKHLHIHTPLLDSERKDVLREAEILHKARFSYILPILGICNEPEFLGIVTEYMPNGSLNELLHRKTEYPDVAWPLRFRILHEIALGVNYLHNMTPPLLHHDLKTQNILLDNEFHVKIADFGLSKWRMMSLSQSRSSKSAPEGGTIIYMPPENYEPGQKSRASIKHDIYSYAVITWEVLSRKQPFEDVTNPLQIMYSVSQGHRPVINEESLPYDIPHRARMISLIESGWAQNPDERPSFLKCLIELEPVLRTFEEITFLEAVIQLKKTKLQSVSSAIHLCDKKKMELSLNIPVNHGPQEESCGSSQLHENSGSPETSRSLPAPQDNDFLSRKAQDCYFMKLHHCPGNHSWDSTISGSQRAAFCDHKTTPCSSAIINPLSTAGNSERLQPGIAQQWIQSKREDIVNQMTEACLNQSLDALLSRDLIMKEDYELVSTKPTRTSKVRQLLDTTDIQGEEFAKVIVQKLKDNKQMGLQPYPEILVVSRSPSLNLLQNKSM
# EBV LMP1 NFkB: inhibitors of Epstein-Barr LMP1-induced NF-kappaB reporter; inhibition, % at 12.5 µM; LMP1-induced NF-kappaB luciferase reporter cells, luminescence; 350,000 tested, 0.69% active; in the data active means inhibition above about 41%;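 further: 0% = neutral control wells and 100% = reference inhibitor control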
# C8 TRAIL sens: sensitizes caspase-8 expressing cells to TRAIL | NB7+C8 cells + TRAIL, ATPlite viability luminescence | inhibition (viability loss, TRAIL sensitization), % at 10 µM | AID 624354 | 360,000 tested, 1% active;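 active means compounds causing at least 50% loss of cell viability in the single-dose screen, relative to plate controls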
# NR5A2 inv ag: inverse agonists of human LRH-1 (NR5A2); HEK293T StAR-luciferase reporter, LRH-1 transfected, 24 h; AID 602396; 360,000 tested, 0.13% active; O00482; inhibition, % at 3.6 µM;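 active means inhibition above the mean inhibition of all tested compounds plus 3 SD, cut at about 73% in these data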;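 further: 0% = DMSO wells and 100% = reporter-only cells lacking LRH-1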
# Target sequence (O00482 whole entry, looked up): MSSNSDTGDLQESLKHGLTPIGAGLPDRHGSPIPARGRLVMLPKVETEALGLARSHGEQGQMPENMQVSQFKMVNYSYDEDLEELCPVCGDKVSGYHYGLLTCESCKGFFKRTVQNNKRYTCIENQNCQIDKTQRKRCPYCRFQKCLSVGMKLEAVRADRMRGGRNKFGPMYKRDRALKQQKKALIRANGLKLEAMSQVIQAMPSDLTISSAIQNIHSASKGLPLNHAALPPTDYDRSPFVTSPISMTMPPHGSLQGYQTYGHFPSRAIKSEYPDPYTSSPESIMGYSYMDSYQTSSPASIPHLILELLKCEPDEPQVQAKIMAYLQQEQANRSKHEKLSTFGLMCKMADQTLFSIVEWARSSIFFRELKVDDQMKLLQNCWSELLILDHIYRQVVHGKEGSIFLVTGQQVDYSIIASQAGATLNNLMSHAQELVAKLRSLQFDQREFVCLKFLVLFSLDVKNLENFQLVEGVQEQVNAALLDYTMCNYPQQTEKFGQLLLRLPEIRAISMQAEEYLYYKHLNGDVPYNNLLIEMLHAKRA
# TROY NFkB inh: inhibitors of TROY-dependent NF-kB signaling. Q293 LMP1-TROYcd NF-kB luciferase reporter, 4 h. inhibition, % at 10 µM. 360,000 tested, 0.98% active. AID 1347056;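 active means compounds whose plate-normalised and pattern-corrected inhibition of the luciferase reporter signal at the single screening dose is 50% or more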
# NCOA3 inh: human NCOA3 inhibition | Q9Y6Q9 | HEK293 GAL4-SRC3 luciferase reporter, luminescence | inhibition, % at 3.6 µM | 360,000 tested, 0.17% active;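 active means inhibition above a per-campaign cutoff, the mean of all compounds plus 3 SD, cut at about 60% in these data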;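 further: 0% = DMSO-treated cells and 100% = gossypol-treated cells at 36 µM; higher means less SRC3-driven luciferase light from the GAL4 reporter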
# SRC2 inh: inhibits human steroid receptor coactivator 2; HEK293 GAL4-SRC2 luciferase reporter, luminescence; inhibition, % at 9 µM; 370,000 tested, 0.17% active; AID 651957;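 active means inhibition above the mean inhibition of all tested compounds plus 3 SD, set per campaign, cut at about 52% in these data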;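 further: 0% = DMSO treated cells and 100% = cells given Gossypol at 36 µM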
# TLR9-MyD88 inh: TLR9-MyD88 interaction inhibition; Q9NR96+Q99836; CHO BLA complementation TLR9-MyD88, CCF4 FRET ratio; inhibition, % at 4.98 µM; 340,000 tested, 0.21% active;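 active means inhibition above the mean over all tested compounds plus 3 SD, cut at about 21% in these data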;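 further: 0% = DMSO only wells and 100% = clavulanate BLA inhibitor control wells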
# COUP-TFII inh: NR2F2 (human) inhibition, primary screen. P24468. HEK293T NGFI-A luciferase reporter, luminescence. inhibition, % at 8.6 µM. 370,000 tested, 0.7% active. AID 686940;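 active means inhibition above a per-plate cutoff, mean inhibition of test wells between control levels plus 3 SD, cut at about 38% in these data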;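 further: cells cotransfected with COUP-TFII expression vector driving the NGFI-A reporter; 0% = median of COUP-TF2 test wells and 100% = reporter-only cells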
# NCOA1 inh: human NCOA1 inhibition | HEK293 GAL4-SRC1 luciferase reporter, luminescence | AID 588354 | 360,000 tested, 0.12% active | inhibition, % at 3.6 µM | Q15788;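 active means inhibition above the campaign mean plus 3 SD, with each screening campaign given its own cutoff, cut at about 60% in these data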;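 further: 0% = DMSO treated cells and 100% = gossypol at 36 µM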
# Numbers without * were called inactive; x = not tested or not shown. These rows are one share of the data; rates above refer to the full screens.
item	smiles	TWEAK Fn14 block	NOD2-RIPK2 inh	EBV LMP1 NFkB	C8 TRAIL sens	NR5A2 inv ag	TROY NFkB inh	NCOA3 inh	SRC2 inh	TLR9-MyD88 inh	COUP-TFII inh	NCOA1 inh
1	CC[C@@H](C)[C@@H]1CN([C@@H](C)CN2CCC[C@H]2CN2C(N)=NC[C@@H]2Cc2ccccc2)C(=N)N1CCCC1CCCC1	-6	6	0	-2	0	-9	12	-11	1	-13	5
2	CC1(C)CC(=O)C(N=Nc2cccc([N+](=O)[O-])c2)=C(O)C1	25	2	10	1	14	-2	-9	-60	-1	-1	-10
3	Cc1cc(Cl)ccc1OCCCC(=O)NCCN1C(=O)S/C(=C\c2cccnc2)C1=O	4	6	-5	9	-35	11	-7	-8	6	-2	-14
4	CCOC(=O)N1CCC(N2C(=O)c3ccc(C(=O)NCc4ccco4)cc3C2=O)CC1	6	-2	2	3	14	14	8	11	3	0	4
5	COc1ccccc1NC(=O)COc1ccc(Br)cc1CNCCCN1CCOCC1	-24	10	13	3	-1	-5	6	-4	-5	5	5
6	O=C(CSc1nnc(COc2cccc3cccnc23)o1)N1CCc2ccccc21	-8	-12	-1	13	1	-8	23	-13	0	-15	22
7	C[C@H](CO)N1C[C@H](C)[C@@H](CN(C)C(=O)Nc2ccc(C(F)(F)F)cc2)Oc2c(NC(=O)NC3CCCCC3)cccc2C1=O	-11	10	7	21	27	7	-3	26	-1	-20	-13
8	CCCNC(=O)c1ccc(COc2ccc(Cl)cc2)o1	3	-3	-1	-3	-12	-2	13	-10	-6	9	2
9	Cc1ccc(S(=O)(=O)Oc2ccc(C3C4=C(CCCC4=O)OC4=C3C(=O)CCC4)cc2)cc1	10	0	3	0	15	-15	-3	13	8	-6	-9
10	CCCCn1nnc(N(C(=O)c2cccs2)C(=O)c2cccs2)n1	-9	2	-10	-11	-79	-44	-39	-19	-6	-13	-22
11	O=C(Nc1sccc1C(=O)N1CCOCC1)c1cccnc1	-3	7	-2	1	4	5	13	x	-2	x	-4
12	Cc1onc(-c2ccccc2Cl)c1C(=O)N(C)CC(=O)Nc1ccc(F)c(F)c1F	4	-3	1	3	2	3	17	-5	-4	22	16
13	O=S(=O)(Oc1ccccc1)c1cccnc1	7	-1	4	14	-4	2	18	-32	-8	-12	13
14	CNc1nc(C23CC4CC(CC(C4)C2)C3)cs1	6	4	2	9	-5	10	8	15	-4	6	-24
15	COc1ccccc1CNC(=O)COC(=O)c1ccc(Cl)nc1	10	3	3	-24	7	-4	6	-8	-8	-10	-10
16	O=C(O)CCCC(=O)N1N=C(c2ccccc2)CC1c1ccc2nccnc2c1 (centres undefined)	-12	0	3	3	-22	-47	-4	6	-3	0	4
17	CC1(C(=O)Nc2ccc3c(c2)OCO3)CCN1Cc1csc2ccccc12 (centres undefined)	-35	-1	x	6	-2	-35	12	-15	x	0	3
18	COc1ccc(NC(=O)CSCc2cc(=O)n3nc(C4CC4)sc3n2)cc1	-1	-4	-13	-31	-10	-7	4	-11	4	-7	-19
19	CN(C(=O)COC(=O)CN1C(=O)c2ccccc2C1=O)c1c(N)n(Cc2ccccc2)c(=O)[nH]c1=O	5	-9	0	6	-2	6	-15	-8	9	8	4
20	CC(C)(CO)NS(=O)(=O)c1ccc2c(c1)C(=O)c1cc(S(=O)(=O)NC(C)(C)CO)ccc1-2	9	5	-4	22	-5	-21	7	-6	-18	-21	-16
21	COc1cc(/C=C/C(=O)O)ccc1S(=O)(=O)N1CCCc2ccccc21	22	-5	-1	0	-17	14	12	6	-4	6	19
22	Cc1cc(C)c2nc(-c3ccccn3)cc(C(=O)NCc3ccc(S(N)(=O)=O)cc3)c2c1	-39	11	-123	22	-2	-5	6	10	x	-21	-3
23	NCCNc1ccc([N+](=O)[O-])c(NC2CC2)c1	-19	0	5	-11	17	9	3	-22	4	2	13
24	Nc1nc(SCc2cccnc2)c2ncn(C3OC(CO)C(O)C3O)c2n1 (centres undefined)	-20	-2	2	2	-7	12	2	-28	-13	-11	10
25	CCOC(=O)C1CC2CC(C1)CN(C(=O)C1CCCCC1)C2 (centres undefined)	12	-5	-4	-7	3	12	8	-15	3	-4	-3
26	O=C(CCC(=O)N1CCN(S(=O)(=O)c2ccc(Cl)cc2)CC1)Nc1cccc(Br)c1	8	3	-8	-7	4	-3	13	-16	2	7	0
27	CC(C)(C)S(=O)N1Cc2cc(C(=O)NCCCN3CCOCC3)nc(-c3cccc(-c4cc5ccccc5o4)c3)c2[C@@H]1CCO (some centres undefined)	22	8	x	-1	6	-2	18	26	x	-17	23
28	COc1cc(OC)cc(C(=O)OCc2ccc([N+](=O)[O-])cc2)c1	-11	-5	-4	-10	-12	-7	8	-13	-13	-14	-10
29	COc1ccc(C(=O)NC(=S)N2CCCc3ccccc32)cc1OC	19	-2	-10	1	6	18	24	-11	-9	9	2
30	N#CC1=C(N)Oc2ccc3ccccc3c2C1c1cccnc1 (centres undefined)	20	2	1	-17	11	27	16	20	-2	19	0

# The final two records of the section before come first, to join the parts.
item	smiles	TWEAK Fn14 block	NOD2-RIPK2 inh	EBV LMP1 NFkB	C8 TRAIL sens	NR5A2 inv ag	TROY NFkB inh	NCOA3 inh	SRC2 inh	TLR9-MyD88 inh	COUP-TFII inh	NCOA1 inh
29	COc1ccc(C(=O)NC(=S)N2CCCc3ccccc32)cc1OC	19	-2	-10	1	6	18	24	-11	-9	9	2
30	N#CC1=C(N)Oc2ccc3ccccc3c2C1c1cccnc1 (centres undefined)	20	2	1	-17	11	27	16	20	-2	19	0
31	COc1ccc(-n2nc3c(c2NC(=O)c2c(-c4ccccc4Cl)noc2C)CS(=O)(=O)C3)cc1	-29	-2	-9	2	0	3	-24	7	3	-11	-6
32	COc1cccc(CN(C)CC(=O)Nc2ccccc2C(=O)Nc2ccccc2)c1OC	15	-6	-3	-17	10	-6	-2	4	-6	5	-8
33	CC(=O)c1ccc(NC(=O)CSc2ccc(-c3ccco3)nn2)cc1	3	1	2	4	7	0	-30	-5	1	10	-22
34	CC1CCN(CC(O)CN2c3ccccc3Sc3ccccc32)CC1 (centres undefined)	1	-9	9	14	10	-10	-3	x	0	x	2
35	C=CCNC(=O)c1ccc(Cl)cc1Cl	-17	4	1	3	13	-6	5	-41	-4	3	-2
36	CN(C)c1ncnc2c1ncn2[C@H]1CN(Cc2ccco2)C[C@@H](CO)O1	-7	0	x	-13	-7	8	-10	8	x	11	-9
37	O=C(O)c1ccc(S(=O)(=O)c2ccccc2)cc1	10	0	6	-24	-9	10	-6	2	-11	-9	4
38	O=C(CN1CCCC1)N1c2ccccc2Sc2ccc(C(F)(F)F)cc21	8	0	-8	-6	4	-91	5	2	-1	9	3
39	Cc1nn(C)c(C)c1S(=O)(=O)N1CCCC(C(=O)N2CCN(c3ccccc3)CC2)C1 (centres undefined)	2	-11	1	-9	5	-15	4	-19	-7	11	3
40	CN(C(=O)COC(=O)/C=C/c1cccc([N+](=O)[O-])c1)C1CCS(=O)(=O)C1 (centres undefined)	-27	-2	-2	24	4	5	39	24	1	-1	25
41	CNC(=S)N/N=C(\C)c1ccc2c(c1)OCCO2	-4	5	-9	-3	1	-36	-17	-7	2	-19	-11
42	O=C(O)c1ccc(-c2nc(-c3ccc(Cl)c(Cl)c3)cs2)cc1	-28	-12	-14	-1	-47	-3	-8	x	-3	x	-25
43	COc1cc(/C=N/n2c(COc3ccccc3)n[nH]c2=S)cc(OC)c1OC(C)=O	2	-11	8	8	12	-2	2	15	5	-8	2
44	BrC(/C=N/N1CCN(Cc2ccccc2)CC1)=C/c1ccccc1	-2	3	-4	16	6	-19	-13	1	4	-2	-12
45	CCCOc1ccc(C(O)CCNC(CC(=O)O)c2ccccc2)cc1 (centres undefined)	-1	-14	0	-20	2	0	12	-4	11	-2	3
46	O=C(COc1ccccc1)c1cn(CC(=O)N2CCCC2)c2ccccc12	22	10	1	7	15	-15	14	-15	1	9	-40
47	CC(=O)c1ccc(OC2(C)CCN(CCOc3ccc(C)cc3)C2)cc1 (centres undefined)	-26	-16	x	0	40	6	14	-22	x	14	2
48	COc1ccc([C@H]2C[C@H](O)[C@@H](n3cc(-c4ccc(F)cc4)nn3)CN2CC2CCCCC2)cc1	-1	4	2	-10	-14	-4	-15	2	1	-6	4
49	CC12CCC(C(=O)NCc3ccccc3Cl)(C(Br)C1=O)C2(C)C (centres undefined)	-14	4	-4	-4	-4	1	12	-37	-3	14	8
50	Cc1nc2ccccc2c2oc(C(=O)NCCCN3CCCC3=O)cc12	-1	-9	-2	4	15	1	3	-26	8	-5	5
51	O=C(Cn1nnc(-c2cccc(C(F)(F)F)c2)n1)N1CCCCCC1	12	-10	-9	-7	-18	-14	-2	-9	-8	-3	9
52	Oc1cccc2ccc(/C=C/c3ccccc3Cl)nc12	95*	-8	7	36	-69	74*	-113	-67	3	-6	-102
53	CCCCN(C(=O)CSc1ncn[nH]1)c1c(N)n(Cc2ccccc2)c(=O)[nH]c1=O	11	0	-14	-1	8	0	-13	-20	-2	-14	-2
54	O=C(C1CC(=O)N(c2ccc(Cl)cc2)C1)N1CCC(c2nc3ccccc3[nH]2)CC1 (centres undefined)	-28	-3	5	21	0	-8	-15	1	-15	10	4
55	O=C(CC1(O)C(=O)Nc2ccccc21)c1cccc(-n2cccc2)c1 (centres undefined)	13	3	-4	-4	4	8	5	9	-8	-1	3
56	COc1cc(NC(=S)NCc2ccco2)cc(OC)c1	-18	-13	9	-12	2	-6	4	9	-6	-9	10
57	O=C(CSc1n[nH]c(=O)n1-c1ccccc1)Nc1ccccc1	9	-1	x	26	-11	12	26	24	x	-6	15
58	CCn1nnnc1SCC(=O)N(C1CCCCC1)C1CCCCC1	2	-114	-14	4	-3	-19	-7	23	1	16	0
59	S=C(NCCN1CCOCC1)N1CCN(c2cccc(Cl)c2)CC1	10	-6	3	10	6	6	12	24	2	28	-37
60	Cc1sc2ncnc(SCC(=O)NCC3CCCO3)c2c1C (centres undefined)	-6	5	-7	-13	4	0	-1	6	0	8	-38

# Just NCOA1 inh, TWEAK Fn14 block and SRC2 inh, for 6 of the compounds above:
no.	SMILES	NCOA1 inh	TWEAK Fn14 block	SRC2 inh
60	Cc1sc2ncnc(SCC(=O)NCC3CCCO3)c2c1C (centres undefined)	-38	-6	6
54	O=C(C1CC(=O)N(c2ccc(Cl)cc2)C1)N1CCC(c2nc3ccccc3[nH]2)CC1 (centres undefined)	4	-28	1
36	CN(C)c1ncnc2c1ncn2[C@H]1CN(Cc2ccco2)C[C@@H](CO)O1	-9	-7	8
32	COc1cccc(CN(C)CC(=O)Nc2ccccc2C(=O)Nc2ccccc2)c1OC	-8	15	4
33	CC(=O)c1ccc(NC(=O)CSc2ccc(-c3ccco3)nn2)cc1	-22	3	-5
37	O=C(O)c1ccc(S(=O)(=O)c2ccccc2)cc1	4	10	2
